UBC9 SUMO inh: SUMOylation inhibition; HTRF SUMOylation assay, SAE1/SAE2 + UBC9, in vitro; inhibition, % at 35 µM; actives 0.36% (n = 290,000); in the data active means inhibition above about 50%, passing the limit was not always enough; further: strong numbers were not always called active
Target sequence (P63279 whole entry, looked up): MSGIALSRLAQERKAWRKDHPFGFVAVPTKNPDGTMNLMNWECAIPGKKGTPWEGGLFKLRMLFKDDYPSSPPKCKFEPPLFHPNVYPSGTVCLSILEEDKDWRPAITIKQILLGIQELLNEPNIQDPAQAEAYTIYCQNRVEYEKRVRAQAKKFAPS
HCV NS3 hel inh: blocks Hepatitis C virus NS3 helicase unwinding | inhibition, % at 10.9 µM | actives 0.56% (n = 290,000) | NS3 helicase DNA unwinding, Cy5 molecular beacon fluorescence | AID 1800;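 active means inhibition above the mean of all tested compounds plus 3 SD, set per campaign, cut at about 35% in these data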;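 further: 0% = DMSO wells and 100% = thioflavine S control wells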
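Assay system: hepatitis C virus NS3 helicase domain fragment enzyme. Also added: annealed dual-labelled DNA beacon duplex, ATP-started. Timing: 1 h reaction at 25 °C, ATP-initiated. Technique: Cy5 fluorescence at 0 and 60 min, beacon hairpin quenching. Evaluation: % inhibition of unwinding. Replication: one well per compound.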
DNA FID counter: fluorescent intercalator displacement, NS3 helicase counter-screen. DNA fluorescent intercalator displacement, fluorescence. inhibition, % at 7.9 µM. actives 0.17% (n = 290,000). AID 1845; in the data active means inhibition above about 37%;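 further: 0% = vehicle and 100% = reference compound; higher means more ethidium bromide displaced from hairpin DNA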
MEKK2 WT-MEK5: raises or lowers MEK5 binding to wildtype human MEKK2 PB1 domain. bead flow cytometry, Alexa488-MEK5 binding to MEKK2 WT; actives lie on both sides. AID 1531. Q9Y2U5. binding response (% of control), % at 10 µM. actives 1.1% (n = 290,000); in the data active means binding response below about 67% or above about 130%
IMP-1 inhibitor: inhibitors of Pseudomonas aeruginosa IMP-1 metallo-beta-lactamase; purified IMP-1, nitrocefin hydrolysis, epi-absorbance fluorescence; inhibition, % at 5.6 µM; actives 0.45% (n = 290,000); AID 1556;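 active means inhibition above the mean plus 3 SD of all compounds in the same screening run, cut at about 4.5% in these data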;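 further: 0% = IMP-1 with DMSO and 100% = DMSO wells lacking enzyme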
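System: Purified IMP-1 | Read-out basis: Percent enzyme inhibition | Controls: IMP-1 with DMSO as 0%, enzyme-free DMSO as 100% | Replicates: One well per compound | Doses: 5.6 µM nominal single concentration | Detection: Epi-absorbance fluorescence, 480 nm excitation, 530 nm emission | Incubation: 25 °C, 15 min preincubation, 25 min reaction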
NALP1 inh: NALP1 inhibition; actives 0.61% (n = 280,000); S. cerevisiae NALP1/ASC/caspase-1 growth, X-gal OD620, 72 h; inhibition, % at 10 µM; in the data active means inhibition mostly above about 24%, no sharp cut-off; inactive means mostly below about 32%; further: some compounds called inactive have numbers as strong as hits
MEKK2 mut-MEK5: signal of MEK5 binding to mutant human MEKK2 PB1 domain | AID 1530 | percent response, % at 10 µM | bead flow cytometry, Alexa488-MEK5 binding to MEKK2 mutant | actives 0.35% (n = 290,000); in the data active means percent response above about 24%, passing the limit was not always enough; further: inactives centre near 1; some results filed as inactive read as strong as hits
M18AAP inhibitor: blocks P. falciparum M18 aspartyl aminopeptidase. recombinant PfM18AAP, H-Glu-NHMec fluorogenic cleavage. inhibition, % at 7.35 µM. actives 1.2% (n = 290,000). AID 1822;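 active means inhibition above the campaign mean inhibition over all tested compounds plus 3 SD, cut at about 28% in these data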;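 further: 0% = plate median of test compound wells and 100% = 2 mM ZnCl2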
VIM-2 inh: blocks Pseudomonas aeruginosa VIM-2 metallo-beta-lactamase; actives 0.89% (n = 290,000); inhibition, % at 5.6 µM; purified VIM-2, nitrocefin hydrolysis, epi-absorbance fluorescence;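 active means inhibition above the mean of all tested compounds plus 3 SD, cutoff set per screening run, cut at about 7.5% in these data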;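 further: red hydrolysis product quenches plate fluorescence so inhibitors raise well fluorescence; 0% = enzyme with DMSO and 100% = DMSO without enzyme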
* marks the source's active call; other numbers are inactive results; . = not tested or not shown; & = joins results of further samples. The list is partial; the hit share may differ from the screen's.

1) CC[n+]1c(C)sc2cc(OC)ccc21
2) CCC(C)n1ncn(-c2ccc(N3CCN(c4ccc(OCC5COC(Cn6cncn6)(c6ccc(Cl)cc6Cl)O5)cc4)CC3)cc2)c1=O (stereo unspecified)
3) CC[N+](C)(CC)CCOC(=O)C(O)(c1ccccc1)C1CCCCC1 (stereo unspecified)
4) Cc1ccc(CN2CCN(Cc3cccc4nccnc34)CC2CCO)cc1 (stereo unspecified)
5) CCOc1ccc(C(=O)OCCN(CC)CC)cc1
6) C[C@]12CCC(=O)C=C1CC[C@@H]1[C@@H]2CC[C@@]2(C)[C@H]1CC[C@]2(O)C(=O)CO
7) O=C(c1ccc(F)cc1)C1CCN(CCn2c(=O)[nH]c3ccccc3c2=O)CC1
8) CC(COc1ccccc1)NC(C)C(O)c1ccc(O)cc1 (stereo unspecified)
Screen / compound no.	1	2	3	4	5	6	7	8
UBC9 SUMO inh	6.6	2.7	-7.1	15.5	-5.2	3.2	-11.9	-5.4
HCV NS3 hel inh	18.4	2.1	-6.6	-0.8	-4.6	1.4	.	-3.5
DNA FID counter	-31.7	-0.5	4.6	-0.7	9.7	-30.3	.	-1.1
MEKK2 WT-MEK5	99.0	98.0&97.0	97.0	91.0	110.0	94.0	109.0	101.0
IMP-1 inhibitor	-1.6	-3.2	-2.1	-3.3	-3.4	0.1	.	-2.8
NALP1 inh	5.7	7.4	3.3	.	-2.2	28.7	0.6	13.3
MEKK2 mut-MEK5	0.0	-1.0&1.0	4.0	-14.0	14.0	-5.0	5.0	4.0
M18AAP inhibitor	36.6*	-4.2	2.1	-0.4	-15.0	-4.9	.	2.3
VIM-2 inh	-2.6	-4.2	-4.8	-2.9	-1.8	2.9	.	0.3

9) c1ccc(CN(CC2=NCCN2)c2ccccc2)cc1
10) COc1ccccc1N1CCN(CCCNc2cc(=O)n(C)c(=O)n2C)CC1
11) CCN(CC)CCOC(=O)C1(c2ccccc2)CCCC1
12) CCc1cc(=O)oc2c(CNC(Cc3ccccc3)C(=O)O)c(O)ccc12 (stereo unspecified)
13) O=S(=O)(c1cccc2cnccc12)N1CCCNCC1
14) c1ccc(CC2=NCCN2)cc1
15) Cc1nc2ccccn2c(=O)c1CCN1CCC(C(=O)c2ccc(F)cc2)CC1
16) C1CCC(C(CC2CCCCN2)C2CCCCC2)CC1 (stereo unspecified)
Screen / compound no.	9	10	11	12	13	14	15	16
UBC9 SUMO inh	5.0	-0.6	14.3	14.3	-10.4	4.0	24.1	-6.4
HCV NS3 hel inh	-7.0&-9.4	-7.9	-6.7	2.2	-0.6	13.6	-6.0	-77.9
DNA FID counter	0.3&4.1	0.1	5.2	-10.7	0.5	-6.8	5.1	22.1
MEKK2 WT-MEK5	105.0&100.0	113.0&96.0	95.0	111.0	105.0	104.0	95.0	171.0*
IMP-1 inhibitor	-3.1&-1.9	-1.5	-0.1	-1.5	-3.8	-5.6	-1.8	-3.2
NALP1 inh	16.4&14.4	9.6	13.4	-0.7	29.6	2.7	25.7	71.3*
MEKK2 mut-MEK5	5.0&2.0	5.0&1.0	0.0	5.0	5.0	2.0	4.0	17.0
M18AAP inhibitor	4.3&2.1	2.1	-3.2	5.0	-0.3	-11.3	-1.6	1.1
VIM-2 inh	-1.5&-0.7	-2.0	-3.7	-0.5	-2.5	0.2	-0.5	-4.4

17) Cn1c(=O)c2c(ncn2CC2OCCO2)n(C)c1=O
18) COc1cc2c(c(OC)c1OC)-c1c(cc3c(c1OC)OCO3)[C@@H](OC(C)=O)[C@H](C)[C@H](C)C2
19) O=C(NCCc1c[nH]c2ccccc12)c1cccnc1
20) COC(=O)c1ccc(O)cc1
21) O=C(CCN1CCC(c2ccccc2)C1)c1ccc2c(c1)OCCO2 (stereo unspecified)
22) COc1ccc(/C=C/C(=O)Nc2ccccc2C(=O)O)cc1OC
23) OC(C#CCN1CCCC1)(c1ccccc1)c1ccccc1
24) Cc1cc(-c2ccccc2)nnc1NCCN1CCOCC1
Screen / compound no.	17	18	19	20	21	22	23	24
UBC9 SUMO inh	7.6	6.1	6.5	8.0	10.3	1.2&12.3	4.6	0.8
HCV NS3 hel inh	7.5	.	2.2	0.5	-1.9	6.0&5.6	-2.6	-6.4
DNA FID counter	-4.4	.	0.1	-2.1	13.7	-27.0&-32.9	3.0	0.2
MEKK2 WT-MEK5	105.0	103.0	96.0	99.0	110.0	96.0&98.0	104.0	97.0
IMP-1 inhibitor	-3.2	.	1.8	-2.6	-0.8	0.4&-2.2	3.4	0.9
NALP1 inh	-7.3	-1.3	-1.3	8.2	3.9	14.4&-2.0	7.1	17.5
MEKK2 mut-MEK5	7.0	-4.0	2.0	-1.0	5.0	5.0&0.0	-1.0	-3.0
M18AAP inhibitor	2.5	.	9.2	3.4	-79.8	4.9&-22.4	1.4	-0.2
VIM-2 inh	-3.9	.	-1.9	-3.9	1.6	-1.6&-2.0	-0.5	-1.7

25) CN1CCN(CCC(=O)N2c3ccccc3Sc3ccc(C(F)(F)F)cc32)CC1
26) CCOc1ccc(NC(=O)Cn2cc(C(=O)c3ccco3)c3ccccc32)cc1
27) CN1CCOC(c2ccccc2)c2ccccc2C1 (stereo unspecified)
28) CN(C)CCOC(C)(c1ccccc1)c1ccccn1 (stereo unspecified)
29) CC(=O)NC(Cc1ccccc1)C(=O)O (stereo unspecified)
30) CC1(C)Cc2c(sc(NC(=S)NC(=O)c3ccccc3)c2C(=O)O)CO1
31) C/C=C(/C)C(=O)O[C@@H]1c2c(ccc3ccc(=O)oc23)OC(C)(C)[C@@H]1OC(=O)/C(C)=C\C
32) CCN(CC)CCNC(=O)c1cc(Cl)c(N)cc1OC
33) OCCN1CCN(CCCN2c3ccccc3Sc3ccc(Cl)cc32)CC1
34) Cc1c(NC(=O)c2cccnc2)c(=O)n(-c2ccccc2)n1C
35) O=C(CCNNC(=O)c1ccncc1)NCc1ccccc1
Screen / compound no.	25	26	27	28	29	30	31	32	33	34	35
UBC9 SUMO inh	4.9	0.8	3.8	-9.3&4.2	.	8.9	-40.1	22.5	-9.1	8.6	8.0
HCV NS3 hel inh	-15.6	-12.1	2.5	-3.6&-4.5	-1.9	10.8	-13.3	-2.5	-78.6	-0.5	1.3
DNA FID counter	21.5	0.9	1.8	0.4&0.4	5.1	-31.1	-36.5	-1.6	18.2	-0.6	-2.6
MEKK2 WT-MEK5	105.0	106.0	107.0	101.0&100.0	102.0	105.0	99.0	100.0	160.0*	98.0	96.0
IMP-1 inhibitor	-2.2	-1.2	-3.5	-4.2&-2.6	-2.3	-3.4	-3.6	-1.9	-2.1	-0.3	-0.8
NALP1 inh	14.6	17.3	8.7	21.3&-1.0	.	3.5	19.2	12.1	32.0	13.6	21.7
MEKK2 mut-MEK5	2.0	4.0	7.0	2.0&-2.0	4.0	9.0	2.0	1.0	10.0	1.0	2.0
M18AAP inhibitor	-3.7	6.0	7.0	4.0&7.5	1.4	7.2	2.8	4.8	18.1	-1.9	3.0
VIM-2 inh	-2.5	-1.5	-4.2	-3.5&-4.0	1.1	-5.0	-3.8	-3.9	-0.5	-0.7	-1.0
